14-3-3g Raf: modulators of 14-3-3 gamma protein binding, primary screen, biochemical, fluorescence polarization; 14-3-3 protein gamma (Homo sapiens), P61981; FP, 14-3-3gamma / TMR-pS259-Raf peptide binding; inhibition, % at 40 µM; hit rate 0.19% among 160,000; AID 422, 2006; in the data active = inhibition above about 30%;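 note: 0% = protein plus tracer without compound and 100% = blank with tracer alone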
Target sequence (P61981 whole entry, looked up): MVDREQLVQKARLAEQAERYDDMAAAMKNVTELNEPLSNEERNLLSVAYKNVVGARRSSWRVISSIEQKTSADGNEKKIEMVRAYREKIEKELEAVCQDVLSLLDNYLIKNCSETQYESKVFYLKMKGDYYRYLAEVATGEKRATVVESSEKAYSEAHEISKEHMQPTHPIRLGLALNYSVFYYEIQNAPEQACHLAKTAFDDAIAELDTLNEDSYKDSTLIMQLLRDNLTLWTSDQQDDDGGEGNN
* marks the source's active call; other numbers are inactive results; & = joins results of further samples. This is a subset. The share of hits here may be higher or lower than overall.

Sample of the layout (3 entries):
SMILES	14-3-3g Raf
CCCCC(c1nnnn1CCOC)N1CCN(C(=O)c2ccco2)CC1 (configuration not stated)	2
CCCCn1c(-c2ccccc2)c(CC)n2c3c(=O)n(C)c(=O)n(C)c3nc12	8
C#CCOc1ccc(-c2nnc(Nc3ccc(OC)c(C(=O)NC)c3)c3ccccc23)cc1	-2

All compounds of this part, previewed entries included:
SMILES	14-3-3g Raf
CCCCC(c1nnnn1CCOC)N1CCN(C(=O)c2ccco2)CC1 (configuration not stated)	2
CCCCn1c(-c2ccccc2)c(CC)n2c3c(=O)n(C)c(=O)n(C)c3nc12	8
C#CCOc1ccc(-c2nnc(Nc3ccc(OC)c(C(=O)NC)c3)c3ccccc23)cc1	-2
CCOC(=O)c1c(CN(C)C)n(-c2ccccc2)c2cc(Br)c(O)cc12	0
COc1ccc(-c2nnn(Cc3nn[nH]n3)n2)cc1OC	-4
COc1cc(C(=O)Nc2ccncc2)cc(OC)c1OC	-2
CC(=O)Nc1ccc(S(=O)(=O)Nc2ccc(F)cc2)cc1	-10
Nc1nonc1-c1noc(N2CCCCC2)n1	1
CC1=NN(C(=O)Cc2ccccc2)C(O)(c2ccc(Br)cc2)C1 (configuration not stated)	1
COc1ccc(C2CC(c3cccs3)Nc3nnnn32)c(OC)c1OC (configuration not stated)	-2
O=c1c2sccc2nc(SCc2ccc(F)cc2)n1Cc1ccc2c(c1)OCO2	-4
CC(=O)CC(C)(C)n1nnc(-c2ccccc2)n1	-2
O=C(O)c1cc(N2C(=O)C3C4C=CC(O4)C3C2=O)ccc1Cl (configuration not stated)	2
O=c1c2ccccc2oc2nc(C3CCCCC3)n(Cc3ccco3)c(=O)c12	-8
Cc1noc(C)c1S(=O)(=O)NCc1cccs1	-2
CCCNC(=O)c1cc2nc(-c3ccc(C)cc3)cc(C(F)(F)F)n2n1	-7
O=C(c1ccc(Cn2c(=S)[nH]c3ccc(Br)cc3c2=O)cc1)N1CCCCCC1	-19
COc1ccc(OCCn2cc(C(=O)C(F)(F)F)c3ccccc32)cc1	-2
CCCOc1ccc(C(=O)N(Cc2ccc(N(C)C)cc2)C2CCS(=O)(=O)C2)cc1 (configuration not stated)	1
Cc1ccccc1-n1c(-c2ccc(Br)cc2)cn2c3c(=O)n(C)c(=O)n(C)c3nc12	0
O=C(Nc1ccccc1C(F)(F)F)c1cc(S(=O)(=O)NCc2ccccc2)ccc1F	2
COC(=O)c1ccc(C)c(NC(=O)Cn2cnc3ccccc3c2=O)c1	5
CS(=O)(=O)Nc1ccc(N2CCCCC2)c(Cl)c1	-10
COc1ccc(C(=O)Nc2ccc(S(=O)(=O)N3CCc4ccccc43)cc2)cc1	-40
COC(=O)CN1C=C(C(=O)OC)C(c2ccc(F)cc2)C(C(=O)OC)=C1	-10

Next compounds follow:
SMILES	14-3-3g Raf
Cn1c(=O)[nH]c(=O)c2c1nc(NCCCn1ccnc1)n2Cc1ccccc1	-8
Cc1cccc(NC(=O)CSc2nc3c(c(=O)n2C)SC(C)C3)c1C (configuration not stated)	2
CCCOc1cc2oc(C)c(Oc3ccccc3)c(=O)c2cc1CC	-13
COc1cccc(CN2CCN(CC(=O)Nc3ccccc3Cl)CC2)c1	-7
Cc1cc(N2C(=O)c3ccc(C(=O)Nc4ccccc4)cc3C2=O)no1	-15
O=C(Nc1cccc(NC(=O)c2ccc(Cl)c([N+](=O)[O-])c2)c1)c1ccccc1	-7
COc1ccc2nc(N3CCCC(C(=O)NC4CCCC(C)C4C)C3)sc2c1 (configuration not stated)	-5
COC(=O)c1c(NC(=O)COc2cccc(C)c2C)sc2c1CCCC2	-3
CCN(CC)S(=O)(=O)c1cccc2nsnc12	1&-11
COCCOC(=O)C1=C(C)NC2=C(C(=O)CC(c3ccccc3)C2)C1c1ccc(N(C)C)cc1 (configuration not stated)	0
CCOc1ccc(C(=O)Nc2ccc3nn(-c4ccc(CC)cc4)nc3c2)cc1	-3
CCN(CC)CCNC(=O)CS(=O)Cc1nc(-c2ccccc2Cl)oc1C (configuration not stated)	-1
CCOC(=O)N1CCN(C(=O)COc2ccc(Br)cc2)CC1	4
CC(C)c1cc(C(=O)Nc2sc3c(c2C#N)CCCC3)no1	-6
COCCOC(=O)C1=C(C)NC2=C(C(=O)C(C(=O)OC)C(C)C2)C1c1ccc(C)o1 (configuration not stated)	-14
CCCCC12CN3CC(C)(CN(C1)C31C(=O)N(C)c3ccc(C)cc31)C2=O (configuration not stated)	-13
CC(C)C(=O)N1c2ccccc2NC2=C(C(=O)CC(C)(C)C2)C1c1ccc(-c2cccc([N+](=O)[O-])c2)o1 (configuration not stated)	8
CCOc1ccc(CN2CCN(Cc3ccco3)CC2)cc1	-3
Nc1nc(SCC(=O)NCCN2CCOCC2)nc2sc3c(c12)CCC3	-12
Cc1ccc2c(c1)c1c(n2CC(=O)O)C(NC(C)c2ccccc2)CCC1 (configuration not stated)	-5
COc1ccc(Cl)cc1NC(=O)CCS(=O)(=O)c1nc(-c2ccc3c(c2)OCO3)cc(C(F)(F)F)n1	-6
CCOC(=O)c1c[nH]c2ccc(OC)cc2c1=O	7
Cc1ccc(-c2cn(-c3ccccc3)c3[n+]2CCCS3)cc1	-7
CCOC(=O)C1CCN(c2ncnc3c2cnn3-c2ccc(OC)cc2)CC1	10&-6
Cc1oc(-c2cccs2)nc1CSCC(=O)NCCC1=CCCCC1	-6

(continued)
SMILES	14-3-3g Raf
COC(=O)c1cc(C(=O)Nc2cccnc2)cc([N+](=O)[O-])c1	-6
COc1ccc(N2CCN(c3ccc([N+](=O)[O-])c4cccnc34)CC2)c([N+](=O)[O-])c1	7
COc1cccc(N2CCCn3c2nc2c3c(=O)n(CCN3CCOCC3)c(=O)n2C)c1	3
COc1ccc(C2C3=C(CCCC3=O)Nc3ccc4nc(C)ccc4c32)cc1 (configuration not stated)	2
CCOC(=O)c1ccccc1C(=O)N1CCOCCOCCOCC1	2
O=C(Nc1ncc(S(=O)(=O)c2ccc([N+](=O)[O-])cc2)s1)c1ccc([N+](=O)[O-])cc1	10
COc1ccc(C(=O)N2CCC(C(=O)Nc3c(C)cccc3C)CC2)cc1	4
Cc1ccc(C2=NN(C(=O)CCN3CCOCC3)C(c3ccco3)C2)cc1 (configuration not stated)	2
COc1ccccc1-n1cc(-c2ccccc2)nc1SCC(=O)Nc1ccc(C)cc1	-16
CCN1CCN(Cc2cc(=O)oc3ccc(Cl)cc23)CC1	-9
CCOC(=O)Cn1cc(I)c(=O)[nH]c1=O	0
CCC(=O)Nc1sc2c(c1C(=O)Nc1ccc(Br)cc1)CCCCC2	-17
COc1cc(C2NC(=O)NC(C)=C2C(=O)OCC(F)(F)F)ccc1OCc1ccccc1 (configuration not stated)	-10
CCOC(=O)C(NC=O)(NC(C)(C)C)C(=O)OCC	0
Fc1ccccc1-c1nc(NCCCN2CCOCC2)c2ccccc2n1	-1
Cc1nonc1NC(=O)CSc1ccc(-c2ccccc2)nn1	-4
COc1ccc(CCNC(=O)Cn2c(=O)oc3ccccc32)cc1OC	-2
FC(F)Oc1ccc(Br)cc1C1C=C(c2ccc(Br)cc2)Nc2ncnn21 (configuration not stated)	3
COC(=O)c1ccc(C2Nc3ccccc3NC3=C2C(=O)CC(c2ccccc2)C3)cc1 (configuration not stated)	-5
O=C(Nc1cccc2c1C(=O)c1ccccc1-2)c1ccc(N2C(=O)C3C4C=CC(C4)C3C2=O)cc1 (configuration not stated)	-17
Cn1c(Cn2c(=O)sc3ccccc32)nnc1SCC(=O)Nc1ccc(F)cc1	-1
CCn1c(Cn2nnc(-c3ccccc3)n2)nnc1SCC(=O)Nc1cccc(C(C)=O)c1	-9
COc1cccc(C2CC(c3c(Cl)cccc3Cl)n3nc(N)nc3N2)c1 (configuration not stated)	1
Cc1ccc(-c2cn3nc(C)c(C)nc3n2)cc1	-61&-144
O=C(CS(=O)(=O)c1ccc(C(F)(F)F)cc1Cl)Nc1cc(OCC(F)(F)F)cc([N+](=O)[O-])c1	-15

3 compounds picked at random from the list so far:
SMILES	14-3-3g Raf
COc1ccc(CCNC(=O)Cn2c(=O)oc3ccccc32)cc1OC	-2
Fc1ccccc1-c1nc(NCCCN2CCOCC2)c2ccccc2n1	-1
CCOC(=O)C(NC=O)(NC(C)(C)C)C(=O)OCC	0

Additional results follow:
SMILES	14-3-3g Raf
O=S1(=O)c2ccccc2NC(c2cccc(OCc3ccccc3)c2)N1Cc1ccccc1 (configuration not stated)	-1
O=C(C1COc2ccccc2O1)N1CCc2ccccc21 (configuration not stated)	7&-3
COc1cccc2cc(C(=O)Nc3nccs3)c(=Nc3ccccc3Cl)oc12	-1
CCc1ccccc1NC(=O)CSc1nc2c(c(-c3ccco3)c1C#N)CCCC2	1&-15
Clc1ccc(CSc2nc(NCc3ccco3)c3ccccc3n2)cc1	-3
CC(C)CCN1C(=O)c2ccc(C(=O)OCn3nnc4ccccc4c3=O)cc2C1=O	-1
Cc1ccc(NC(=O)C(C(C)C)N2C(=O)c3ccccc3C2=O)cc1 (configuration not stated)	-10
COc1ccccc1NC(=O)CN(Cc1ccco1)C(=O)c1cccs1	5
C=CCC1c2cccc(C(=O)O)c2C(=O)N1c1cccc(C)c1 (configuration not stated)	-6
C=CCn1c(C2CC(=O)N(c3ccccc3)C2)nc2ccccc21 (configuration not stated)	5
O=C1C2ON(c3ccccc3)C(c3cccs3)C2C(=O)N1c1ccccc1 (configuration not stated)	-7
COc1ccc(CCNc2nc(-c3ccc(Cl)cc3)cs2)cc1OC	-12
CCOC(=O)c1c(O)c2ccccc2n(-c2ccccc2)c1=O	-10
COc1ccc(-c2csc(NC(=O)c3ccc(S(=O)(=O)N4CC(C)OC(C)C4)cc3)n2)c(OC)c1 (configuration not stated)	-3
COc1cc(OC)c(-c2c(C#N)c(N)n3c(nc4ccccc43)c2C#N)cc1OC	-84
c1ccc2c(c1)CNC1(CCCCC1)C2	-4&-3
CC1CC2(CCCCCC2)NCc2ccccc21 (configuration not stated)	-8
CCOc1ccc(/C(O)=C2\C(=O)C(=O)N(CCN3CCOCC3)C2c2ccc(Br)cc2)c(C)c1 (configuration not stated)	-7
CCn1c[n+](CC(O)COc2ccccc2OC)c2ccccc21 (configuration not stated)	1
CCn1cc(C2=NOC(C(=O)Nc3ccc4c(c3)OCO4)C2)c(C)n1 (configuration not stated)	4
CCOc1cc(-c2nc(-c3ccc(Cl)cc3)no2)cc(OCC)c1OCC	4
COc1ccc(-c2nnc(SCC(=O)N3CCc4ccccc4C3)o2)cc1	-12
Cc1ccc(-c2noc(CCC(=O)NC3CCCC3)n2)cc1	-1
CCCCC(=O)NC(c1ccc(N(C)C)cc1)c1ccc2cccnc2c1O (configuration not stated)	8
O=C(COc1ccc(S(=O)(=O)NC2CCCCC2)cc1)NCc1ccccn1	-5

Other records follow:
SMILES	14-3-3g Raf
CCOc1ccccc1C1C(C(=O)Nc2ccccc2OC)=C(C)Nc2nnnn21 (configuration not stated)	-6
CCOC(=O)C1C(=O)C=C(c2cccs2)CC1c1ccc(F)cc1 (configuration not stated)	-8
CCN(CC)C(=O)CN(c1ccccc1OC)S(C)(=O)=O	-7
CCC(=O)N1CCN=C1SCc1ccc(F)cc1	-4
CCOC(=O)N1CCN(S(=O)(=O)c2ccc(C(=O)Nc3nc4ccc(F)cc4s3)cc2)CC1	-7
O=C(NCCc1ccc(Cl)cc1)C1CCN(S(=O)(=O)c2ccc(Br)s2)CC1	-10
Cc1ccc(S(=O)(=O)N2CCC(c3nc4cc(C(=O)NCc5ccc6c(c5)OCO6)ccc4n3C3CCCCC3)CC2)cc1	-6
COc1cc(OC)cc(C(=O)Nc2ccc3c(c2)OCO3)c1	-10
O=C1c2ccc(-c3nc4ccccc4c(=O)o3)cc2C(=O)N1c1ccc(Oc2ccccc2)cc1	-6
COc1ccc(NC(=O)c2ccccc2Cl)cc1NC(=O)CN1CCOCC1	-4
N#Cc1ccccc1Cn1c(=O)n(Cc2ccc(C(=O)NCc3ccco3)cc2)c(=O)c2sccc21	-3
O=C(c1cccc(Cl)c1)N1CCC(N2CCCCCC2)CC1	-19
Cc1cc(C)n(C(=O)CN(C)S(=O)(=O)c2ccc([N+](=O)[O-])cc2)n1	-7
COc1ccc(S(=O)(=O)N(CC(=O)NCc2ccccn2)c2ccc(C)cc2)cc1	0
CCOC(=O)N1CCN(C(=O)CCCOc2ccccc2)CC1	-7
COc1ccc(N=Cc2cc([N+](=O)[O-])cc(Br)c2O)cc1OC	9
OCc1nc2ccccc2n1CC(O)Cn1ccc2ccccc21 (configuration not stated)	-10
CC1CN(S(=O)(=O)c2ccc(Sc3ccc(S(=O)(=O)N4CC(C)OC(C)C4)cc3)cc2)CC(C)O1 (configuration not stated)	-6
Cc1cccc(-n2nc3c(c2NC(=O)c2ccc(S(=O)(=O)N4CCOCC4)cc2)CSC3)c1C	-6&-1
Cc1ccc(S(=O)(=O)n2nc(OC(=O)c3cccs3)cc2N)cc1	5&-6
COc1ccc(OCC(O)CNCc2ccco2)cc1 (configuration not stated)	-4
O=C(c1ccccc1Cl)N1CCN(c2ccc([N+](=O)[O-])c(NCc3ccco3)c2)CC1	-3
COC(=O)NCc1cc2cc(Cl)ccc2[nH]1	-8
CC1(C)NC(=O)N(CN2C(=O)NC(C)(C)C2=O)C1=O	2
CCOc1ccc(-c2cn(-c3ccc(OCC)cc3)c(=O)[nH]2)cc1	-196

As a working copy, some entries already given.
SMILES	14-3-3g Raf
CCOC(=O)N1CCN(S(=O)(=O)c2ccc(C(=O)Nc3nc4ccc(F)cc4s3)cc2)CC1	-7
O=C(NCCc1ccc(Cl)cc1)C1CCN(S(=O)(=O)c2ccc(Br)s2)CC1	-10

Sorted by the number under 14-3-3g Raf (low to high): 6 of the compounds above
SMILES	14-3-3g Raf
COc1cc(C2NC(=O)NC(C)=C2C(=O)OCC(F)(F)F)ccc1OCc1ccccc1 (configuration not stated)	-10
COC(=O)NCc1cc2cc(Cl)ccc2[nH]1	-8
CCOc1ccc(CN2CCN(Cc3ccco3)CC2)cc1	-3
COc1ccc(C2CC(c3cccs3)Nc3nnnn32)c(OC)c1OC (configuration not stated)	-2
Cc1ccc(-c2noc(CCC(=O)NC3CCCC3)n2)cc1	-1
CCOc1cc(-c2nc(-c3ccc(Cl)cc3)no2)cc(OCC)c1OCC	4
